# K1F lysis inhibition: protection from phage-mediated lysis, alamar blue read-out – E. coli UTI89, K1F phage, bacterial capsule biogenesis inhibitors (AID 488966) | 340,000 tested, 0.02% active | E. coli UTI89 K1F phage lysis, alamar blue, 2 h; higher % means a stronger effect | inhibition, % at 100 µM; hits with a dose series show IC50 in µM;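 active means phage lysis inhibition, versus mean bacterial control, above a set limit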;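 further: capsule biogenesis inhibitors block K1F phage lysis so surviving cells raise fluorescence; higher fluorescence means more inhibition of phage lysis; actives were called in the ten point dose series up to 300 µM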
# Starred values were filed as active, the others as inactive; [ ] = remark or other dose.
SMILES,K1F lysis inhibition
Cc1cc(C(=O)NC2CCC(O)CC2)c(C)o1 (stereo not given),0.5%[50 µM]
Cc1ccc(-n2nc3c(=O)n(CCCC(=O)NCc4ccccc4Cl)nc(C)c3c2C)cc1,0.2%
COc1cc(CN(C(C)=O)c2ccccc2C(=O)O)ccc1[N+](=O)[O-],1.5%
COc1cc(OC)c(C(=O)NNC(=O)CN(C)S(=O)(=O)c2ccc(Cl)cc2)cc1OC,1.1%[50 µM]
Cc1noc(C)c1CC(=O)Nc1ccc2c(c1)OCO2,0.6%[50 µM]
CCCN(C(=O)CSc1nc2ccccc2n1CC)C1CCS(=O)(=O)C1 (stereo not given),0.2%
CCN(C(=O)COC(=O)c1ccc2[nH]c(C)c(C)c2c1)c1c(N)n(Cc2ccccc2)c(=O)[nH]c1=O,-0.3%[50 µM]
CCCn1c2ccccc2c2cnn(CC(=O)NC3CCCCC3C)c(=O)c21 (stereo not given),1.0%
CC(C)Sc1nnc(SCC(=O)NCCCN2CCCC2=O)s1,0.9%[50 µM]
Cc1ccc(CCNC(=O)CS(=O)Cc2nc(-c3ccccc3F)oc2C)cc1 (stereo not given),0.5%
Cc1ccc(S(=O)(=O)N2CCOCC2)cc1NC(=O)CNc1ccccc1N1CCCC1=O,-0.2%[50 µM]
CC(Sc1nc2ccccc2c(=O)n1CCCN1CCOCC1)C(=O)N1CCc2ccccc21 (stereo not given),-0.2%
Cc1ccccc1N(C)S(=O)(=O)c1nnc(NC(=O)c2ccccc2F)s1,0.1%
CCOC(=O)C1CCN(C(=O)CNC(=O)c2nn(-c3ccc(OC)c(Cl)c3)c(=O)c3ccccc23)CC1,2.3%
Cc1cccc(C(=O)Nc2ccc(C(=O)N3CCCCC3C)cc2)c1 (stereo not given),-0.1%
Cc1ccc(S(=O)(=O)N2[C@@H](c3ccccc3)C(C(=O)O)=CC[C@H]2c2ccc(Cl)cc2)cc1,-2.8%
COCCNc1nc(N)c([N+](=O)[O-])c(NCc2ccccc2)n1,-1.4%[50 µM]
Cc1ccc(C)c(N(C)C(=O)c2ccc3c(=O)n4c(nc3c2)CCCCC4)c1,-0.4%
Cc1nn(-c2ccc(Cl)cc2)c(Cl)c1/C=N/NC(=O)c1ccc(NS(=O)(=O)c2cccs2)cc1,2.4%[50 µM]
CC(SC(C)C(=O)NN=Cc1c[nH]c2ccccc12)C(=O)NN=Cc1c[nH]c2ccccc12 (stereo not given),0.2%
CC(=O)N1c2ccc(S(=O)(=O)N3CCC(C(=O)NCc4ccc(Cl)cc4)CC3)cc2CC1C (stereo not given),0.1%
Cc1cc(C(=O)OCC(=O)NC2CCCCC2C)c2ccccc2n1 (stereo not given),0.8%[50 µM]
CCOP1(=O)C=C(Sc2ccc([N+](=O)[O-])cc2[N+](=O)[O-])C(C)(C)O1 (stereo not given),-0.7%
COc1ccc(F)cc1CN1CCN(C(=O)c2ccc(S(=O)(=O)N3CCCCCC3)cc2)CC1,0.4%[50 µM]
O=C(CN1C(=O)NC2(CCCC2)C1=O)Nc1ccc(Cl)cc1F,0.3%
Cc1nc2ccccc2c(=O)n1/N=C/c1ccc(F)cc1,0.0%
CC(C)[C@H](NC(=O)[C@@H]1CSC2c3ccccc3C(=O)N21)C(=O)NCC1CCCO1 (stereo not given in full),0.3%
CC1CCCCN1C(=O)COC(=O)CNC(=O)c1sc2ccccc2c1Cl (stereo not given),2.0%[50 µM]
O=C(OCc1ccccc1F)c1cc2ccccc2cc1O,0.6%
CC(C)(C)OC(=O)C[C@H]1C/C=C\C[C@@H](CC(=O)N[C@@H](CO)Cc2ccccc2)C(=O)NC[C@@H](c2ccccc2)OC1=O,7.4%
OC(CCN1CCCCC1)c1ccc(-c2ccccc2)cc1 (stereo not given),0.2%
Cc1sc2ncnc(N[C@@H](Cc3ccccc3)C(=O)O)c2c1C,0.0%
COc1ccccc1C(=O)NCCCNC(=O)c1cccnc1,-0.2%
O=C1[C@H](Cc2ccccc2)NCCCC[C@@H](c2ccc(Cl)cc2)N1Cc1ccc(Cl)cc1,2.8%
COc1ccc(C(CC(=O)O)N2Cc3ccccc3C2=O)cc1 (stereo not given),0.4%
COc1cccc(CNC(=O)CSc2nnc3c(n2)[nH]c2ccc(OC)cc23)c1,0.2%
CC(=O)c1cccc(NC(=O)CN2C(=O)c3cccnc3Oc3ccc(Cl)cc32)c1,0.0%
Cc1ccc(C(=O)N/C(=C\c2ccco2)C(=O)NCCN2CCCCC2)cc1C,0.1%
NC(=O)CN1C(=O)NC2(CCCc3ccccc32)C1=O (stereo not given),0.0%
CC1CCCCN1CCCNC(=O)c1c(O)nc2ccccn2c1=O (stereo not given),0.0%
Brc1ccccc1-c1ccccc1,-1.7%
CN(CCc1ccccc1)C(=O)c1ccc(NC(=O)Cc2cccc(NC(=O)C3CCN(C(=O)C4CCC4)CC3)c2)cc1,0.2%
CCCn1c2ccc(F)cc2c2nnc(SCCN3CCCCC3)nc21,-0.3%
Cc1cc(=O)oc2c(C)c(OCC(=O)NCCc3ccc(S(N)(=O)=O)cc3)ccc12,1.2%
COc1ccc(S(=O)(=O)N2CCCCCC2)cc1C(=O)N(C)Cc1ccc(C(C)(C)C)cc1,0.2%
Cc1onc(-c2c(F)cccc2Cl)c1C(=O)N(C)CC(=O)Nc1cccc(F)c1,1.2%[50 µM]
CCN(CC(=O)Nc1cc(Cl)ccc1C)C(=O)c1oc2ccc(OC)cc2c1C,-1.5%
CC(C)CN(C(=O)CCNC(=O)c1ccc(Cl)cc1)c1c(N)n(CC(C)C)c(=O)[nH]c1=O,0.0%[50 µM]
Cc1ccccc1-c1nnc(SC(C)C(=O)NC2CCCC2)o1 (stereo not given),1.5%[50 µM]
CCOc1ccc(NS(=O)(=O)c2cc3c4c(c2)C(C)C(=O)N4CCC3)cc1 (stereo not given),0.5%
# (next part)
SMILES,K1F lysis inhibition
CC(=O)NC(C(=O)c1ccccc1)N1CCCCC1 (stereo not given),0.1%
Cc1ccc(N(C(=O)CCCC(=O)Nc2ccccn2)C(C(=O)NC2CCCC2)c2ccc(O)cc2)cc1C (stereo not given),-0.4%
CN1CCN(C(=O)c2cc(Cl)cc(Cl)c2)CC1,0.6%
COc1ccc(N2CC(C(=O)Nc3cccc(OC(C)C)c3)CC2=O)cc1 (stereo not given),0.0%
Cc1cc(=O)oc2cc(OCC(=O)N3CCC(C(N)=O)CC3)ccc12,3.7%
Cc1ccc2c(c1)[C@H]1[C@H](CO2)[C@H](c2ccccc2)[C@]2(C)C(=O)Nc3ccccc3C(=O)N12,0.1%
COc1ccc(C)cc1NC(=S)N1CC(C)OC(C)C1 (stereo not given),0.8%[50 µM]
COc1cccc(/C=N/NC(=O)c2nnn(-c3nonc3N)c2C(C)C)c1,-0.2%
Cc1cc(C)cc(NC(=O)COc2coc(CN3CCN(c4ccccc4)CC3)cc2=O)c1,0.9%[50 µM]
COC(=O)c1sc(N2C(=O)C(O)=C(C(=O)c3ccc(C)o3)C2c2cccs2)nc1C (stereo not given),-1.5%[50 µM]
COc1cc(/C=C/C(=O)OC(C)C(=O)Nc2ccc(Cl)cn2)ccc1OC(F)F (stereo not given),1.2%
CCOC(=O)C1=CN(Cc2ccco2)S(=O)(=O)NC1CC (stereo not given),-0.3%
Cc1cc(NC(=O)COC(=O)/C=C/c2ccc(C)o2)no1,0.8%[50 µM]
O=C(Oc1ccc(Br)cc1C(=S)N1CCOCC1)c1ccc(F)cc1,-0.4%[50 µM]
O=C(C1CCCC1)N1CCN(S(=O)(=O)c2ccc(F)c(F)c2F)CC1,0.1%
CCS(=O)(=O)C1=NSC2=NC(=O)/C(=C\c3ccc(OC(=O)c4ccco4)c(OC)c3)C(=N)N21,-0.1%
O=C(CN(C(=O)CCC(=O)Nc1nccs1)c1cccc(F)c1)NCCc1ccccc1,0.1%
COc1ccc(C(=O)NC(Cn2ccnc2)C(C)(C)C)cc1OC1CCN(C(C)C)CC1 (stereo not given),1.1%[50 µM]
Cc1cc(S(=O)(=O)N2CCCC2)ccc1OCC(=O)NCc1ccccc1,2.0%[50 µM]
COc1ccc(CC(=O)Nc2ccc(/C(C)=N/NC(=O)c3ccc(OC)cc3OC)cc2)cc1,0.5%[50 µM]
COc1ccc2oc(=N)c(C(=O)Nc3ccc(F)cc3)cc2c1,0.2%
CC1CC(C)CN(C(=O)C(C)N(C)CC(=O)Nc2ccc(F)cc2)C1 (stereo not given),5.8%
CCN(CC)CCn1c2c(c(SCC(=O)Nc3ccc(F)c(F)c3)nc1=O)CCC2,-0.2%[50 µM]
COc1ccc2c(c1)[C@@H]1[C@H](CO2)[C@H](c2ccccc2)[C@]2(C)C(=O)NCC(=O)N12,-0.3%
Cc1cccc(-n2ncc3c2CCCC3NC(=O)c2ccc[n+]([O-])c2)c1C (stereo not given),0.1%
O=c1ccc2c(-c3ccccc3S(=O)(=O)O)c3ccc(O)c(O)c3oc-2c1O,0.0%[50 µM]
CCCN(CCC)CCNC(=O)CCC(=O)Nc1ccc2nc(N3CCOCC3)cc(C)c2c1,-0.2%
O=C1CC(C(=O)N2CCc3ccccc32)CN1c1ccccc1 (stereo not given),0.4%
Cc1ccc(NC(=O)COC(=O)c2ccc(S(=O)(=O)N3CCCC3)cc2)cc1,2.0%[50 µM]
Cc1ccc(NC(=O)C2CC(=O)N(c3ccc4c(c3)OCCO4)C2)nc1 (stereo not given),0.8%[50 µM]
O=C(CCN1CCOCC1)Nc1cc(C(=O)Nc2ccc(Cl)cc2)ccc1N1CC2CC(C1)c1cccc(=O)n1C2 (stereo not given),0.1%
Cn1cc(S(=O)(=O)c2ccccc2)c(=O)c2cc(F)c(N3CCOCC3)cc21,2.9%
COc1ccc(OCC(=O)N(Cc2sccc2C)C2CCS(=O)(=O)C2)cc1 (stereo not given),0.7%
Cc1ccc(C(C)C)c(OCC(=O)NNC(=O)Cn2[nH]c(=O)c3ccccc3c2=O)c1,0.3%[50 µM]
CC(NC(=O)Cc1ccccc1)c1ccccc1 (stereo not given),0.2%
CCOc1ccccc1NCc1cc(=O)oc2cc(C)c(O)cc12,3.2%[50 µM]
CC(C(=O)NCC1CCCCC1)N(C)Cc1ccc(Br)cc1 (stereo not given),0.0%
COC(=O)CCCCC(=O)OC,-1.7%
CCOC(=O)C1=C(COC(=O)c2ccccc2OC)NC(=O)NC1C (stereo not given),0.9%[50 µM]
C[C@H](CO)N1C[C@H](C)[C@H](CN(C)C(=O)Nc2cccc3ccccc23)Oc2c(NC(=O)c3ccc(-c4nccs4)cc3)cccc2C1=O,2.0%
COC(=O)c1ccc(N2CCOCC2)c(NC(=O)c2ccc3c(c2)OCCO3)c1,0.0%
CCCC(=O)N(c1ccc(OCC)cc1)S(=O)(=O)c1ccc2c3c(cccc13)C(=O)N2C,1.6%[50 µM]
CCOc1ccc(S(=O)(=O)N2CCCC(C(=O)N3CCCC3)C2)cc1 (stereo not given),0.7%[50 µM]
N#Cc1c(-c2ccc(Cl)cc2)cc(-c2ccccc2)nc1SCC(=O)O,-0.1%
Cc1ccccc1N=Cc1ccc[nH]1,-0.9%
O=C(CCNC(=O)c1ccccc1Cl)NCc1ccncc1,1.6%[50 µM]
CCNC(=O)C1CCCN1S(=O)(=O)c1ccc2ccccc2c1 (stereo not given),0.3%[50 µM]
CCC(C)c1ccc(NC(=O)COC(=O)C2CCCC2)cc1 (stereo not given),4.8%
CC(C)(C)c1ccc(OCC(=O)NCC(c2cccs2)N2CCOCC2)cc1 (stereo not given),0.2%[50 µM]
Cc1ccc(O)c(NC(=O)c2cc(C)no2)c1,0.2%

# A portion taken from the entries so far:
SMILES,K1F lysis inhibition
Cc1cc(C(=O)NC2CCC(O)CC2)c(C)o1 (stereo not given),0.5%[50 µM]
Cc1ccc(-n2nc3c(=O)n(CCCC(=O)NCc4ccccc4Cl)nc(C)c3c2C)cc1,0.2%
COc1cc(CN(C(C)=O)c2ccccc2C(=O)O)ccc1[N+](=O)[O-],1.5%
COc1cc(OC)c(C(=O)NNC(=O)CN(C)S(=O)(=O)c2ccc(Cl)cc2)cc1OC,1.1%[50 µM]
Cc1noc(C)c1CC(=O)Nc1ccc2c(c1)OCO2,0.6%[50 µM]
CCCN(C(=O)CSc1nc2ccccc2n1CC)C1CCS(=O)(=O)C1 (stereo not given),0.2%
CCN(C(=O)COC(=O)c1ccc2[nH]c(C)c(C)c2c1)c1c(N)n(Cc2ccccc2)c(=O)[nH]c1=O,-0.3%[50 µM]
CCCn1c2ccccc2c2cnn(CC(=O)NC3CCCCC3C)c(=O)c21 (stereo not given),1.0%
CC(C)Sc1nnc(SCC(=O)NCCCN2CCCC2=O)s1,0.9%[50 µM]
Cc1ccc(CCNC(=O)CS(=O)Cc2nc(-c3ccccc3F)oc2C)cc1 (stereo not given),0.5%
Cc1ccc(S(=O)(=O)N2CCOCC2)cc1NC(=O)CNc1ccccc1N1CCCC1=O,-0.2%[50 µM]
CC(Sc1nc2ccccc2c(=O)n1CCCN1CCOCC1)C(=O)N1CCc2ccccc21 (stereo not given),-0.2%
Cc1ccccc1N(C)S(=O)(=O)c1nnc(NC(=O)c2ccccc2F)s1,0.1%
CCOC(=O)C1CCN(C(=O)CNC(=O)c2nn(-c3ccc(OC)c(Cl)c3)c(=O)c3ccccc23)CC1,2.3%
Cc1cccc(C(=O)Nc2ccc(C(=O)N3CCCCC3C)cc2)c1 (stereo not given),-0.1%
Cc1ccc(S(=O)(=O)N2[C@@H](c3ccccc3)C(C(=O)O)=CC[C@H]2c2ccc(Cl)cc2)cc1,-2.8%

# (more compounds)
SMILES,K1F lysis inhibition
CCOC(=O)c1ccc(NS(=O)(=O)c2ccc3oc(=O)[nH]c3c2)cc1,-0.1%
COc1ccccc1NS(=O)(=O)c1ccc(C)c(C(=O)NCC2(N(C)C)CCCCC2)c1,0.1%[50 µM]
CCCNC(=O)[C@H]1N2C(=O)c3c(ccc(OC)c3OC)C2SC1(C)C (stereo not given in full),0.2%
Cc1cc(-c2ccccc2)nc(N/N=C/c2ccc(O)cc2O)n1,0.3%
CCOC(=O)[C@@H]1[C@H]2COc3ccc(Br)cc3[C@H]2N2C(=O)N(c3cccc(F)c3)C(=O)[C@]12C,0.9%
CCOC(=O)C1CCCN(CCC(=O)Nc2ccc(Br)cc2)C1 (stereo not given),0.0%
C[C@@H](C(=O)NCCc1ccc(F)cc1)N1C(=O)N2CCc3c([nH]c4ccccc34)[C@@]2(C)C1=O,6.6%

# These rows are one share of the data. The share of hits here may be higher or lower than overall.
